Screens from PubChem BioAssay.
RBBP9 inhibitor: blocks human serine hydrolase RBBP9. recombinant RBBP9, FP-Rh probe fluorescence polarization. actives 0.2% (n = 220,000). inhibition, % at 7.94 µM;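 active = inhibition above the campaign mean of all tested compounds plus 3 SD, cut at about 14% in these data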;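 also: plate controls were DMSO wells with RBBP9 for no effect and wells lacking RBBP9 protein for full effect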
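System: RBBP9 protein / Quantity: 2.5 µM RBBP9 dispensing solution, before mixing / Also added: Serine-hydrolase probe FP-Rh, 375 nM pre-mixing / Dosing: 7.94 µM single dose, 0.794% DMSO / Timing: enzyme-compound preincubation 30 min, then probe labeling 45 min, 25 °C / Signal: FP readout at 525/598 nm / Controls: DMSO-treated enzyme wells and wells lacking RBBP9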
Runt-CBFb FRET: inhibitors of human RUNX1 Runt domain binding to CBFb. Cerulean-Runt/Venus-CBFb FRET ratio 530/480, 1 h. inhibition, % at 20 µM. actives 0.46% (n = 220,000). AID 1496;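 active = inhibition over about 50% at 20 µM in the single-dose screen, limit read from the data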;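 also: 0% = DMSO wells and 100% = excess unlabeled CBFb competitor control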
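Measured by: fluorescence energy transfer, 422 nm excitation, 530/480 nm emission; Assay system: Cerulean-Runt domain; Medium: Tris pH 7.5 buffer with BSA; Measure: loss of energy transfer signal; Controls: 5 µM unlabeled CBFb as full-inhibition high control; Incubation: protein complex preformed 1 h, compound exposure 1 h, room temperature, dark.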
NPY1 pot ag: potentiates or activates human NPY-Y1 receptor; P25929; AID 1304; actives 0.37% (n = 220,000); activation, % at 3.6 µM; NPY-Y1 expressing cells, potentiator/agonist activation; in the data active = activation above about 33%, passing the limit was not always enough;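 also: cells stimulated with NPY at EC10 then isoproterenol at EC100; 0% = low agonist plus stimulus and 100% = saturating agonist plus stimulus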
Runt-SMMHC FRET: blocks binding of human RUNX1 Runt domain to CBFb-SMMHC; inhibition, % at 20 µM; actives 0.74% (n = 220,000); Cerulean-Runt/Venus-CBFb-SMMHC FRET ratio 530/480, 1 h;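 active = mean inhibition across duplicate retests at 20 µM reaching about 50%, limit read from the data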;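 also: 0% = DMSO wells and 100% = wells with excess untagged CBFb-SMMHC; inhibitors lower the FRET ratio by blocking Runt binding to CBFb-SMMHC; some results filed as inactive read as strong as hits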
MDM2 E3 inh: Mdm2 E3 ligase (human) inhibition. actives 0.11% (n = 210,000). Q00987. cell-based MDM2 ubiquitination luciferase reporter, 2 h; 0 = plate control, 100 = twice control, blank-subtracted. signal enhancement, % at 5 µM;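 active = signal enhancement of 30% or more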;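 also: luminescence tracks abundance of the self-degrading MDM2-luciferase fusion protein; higher signal means inhibition of MDM2 E3 ligase activity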
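Material: stable MDM2–luciferase fusion reporter cells / Quantity: 2000 cells/well / Dosing: single 5 µM compound dose, 0.2% final DMSO / Buffer or medium: DMEM / Schedule: 4 h cell settling then 2 h compound exposure, 37 °C / Detection: luminescence with SteadyLite reagent, 15 min at room temperature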
Hck-Nef inh: human Hck-Nef kinase inhibition; Recombinant Hck-YEEI plus Nef, Z-Lyte FRET kinase assay; AID 463187; actives 0.68% (n = 220,000); inhibition, % at 20 µM; P08631;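 active = Hck-Nef kinase inhibition above about 50%, limit read from the data; inactive = inhibition below that limit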;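 also: 0% = DMSO with Hck plus Nef and 100% = Hck alone without Nef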
Target sequence (P08631 whole entry, looked up): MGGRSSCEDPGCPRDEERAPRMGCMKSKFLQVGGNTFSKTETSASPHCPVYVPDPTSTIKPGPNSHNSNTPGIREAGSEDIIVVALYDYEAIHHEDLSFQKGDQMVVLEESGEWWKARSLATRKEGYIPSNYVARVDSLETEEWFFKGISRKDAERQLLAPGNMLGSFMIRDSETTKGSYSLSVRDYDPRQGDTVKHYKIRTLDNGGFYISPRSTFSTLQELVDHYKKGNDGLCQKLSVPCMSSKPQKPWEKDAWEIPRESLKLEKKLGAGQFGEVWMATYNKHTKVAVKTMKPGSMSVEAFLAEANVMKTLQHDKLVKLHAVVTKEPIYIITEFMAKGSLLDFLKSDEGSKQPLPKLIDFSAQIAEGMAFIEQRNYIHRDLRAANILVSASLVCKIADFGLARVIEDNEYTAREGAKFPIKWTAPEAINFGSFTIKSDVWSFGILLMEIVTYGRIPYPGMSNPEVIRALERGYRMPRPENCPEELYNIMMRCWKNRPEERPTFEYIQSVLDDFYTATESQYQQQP
NPY2 pot ag: potentiators or agonists of human neuropeptide Y receptor Y2. cells expressing NPY-Y2, potentiator/agonist read-out. actives 0.45% (n = 220,000). activation, % at 3.6 µM; in the data active = activation above about 27%;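 also: cells stimulated with NPY near EC25 plus isoproterenol at EC100; 0% = vehicle plus submaximal agonist and 100% = vehicle plus saturating agonist; some results beyond the cut were filed as inactive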
Target sequence (P49146 whole entry, looked up): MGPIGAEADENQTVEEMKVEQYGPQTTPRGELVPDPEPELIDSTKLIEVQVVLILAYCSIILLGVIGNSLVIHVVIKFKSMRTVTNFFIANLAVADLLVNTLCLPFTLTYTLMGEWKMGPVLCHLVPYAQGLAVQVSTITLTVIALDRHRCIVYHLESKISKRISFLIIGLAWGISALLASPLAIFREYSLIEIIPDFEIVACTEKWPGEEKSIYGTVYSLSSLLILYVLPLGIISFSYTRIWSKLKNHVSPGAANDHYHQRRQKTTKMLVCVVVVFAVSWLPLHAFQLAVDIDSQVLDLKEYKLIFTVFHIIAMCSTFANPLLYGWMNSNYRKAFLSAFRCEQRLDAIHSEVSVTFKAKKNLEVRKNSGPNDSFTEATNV
p97 inhibitor: blocks human p97 ATPase activity; P55072; recombinant p97 ATPase, Kinase-Glo ATP luminescence, 3 h; inhibition, % at 8 µM; actives 0.42% (n = 220,000); AID 1481; in the data active = inhibition above about 15%;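 also: 0% = DMSO vehicle and 100% = wells lacking enzyme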
NPY Y1 blocker: antagonists of human neuropeptide Y receptor Y1; P25929; HEK293-CNG Y1 cells, membrane potential fluorescence; NPY at EC95, then isoproterenol; inhibition, % at 3.6 µM; actives 1% (n = 200,000);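 active = inhibition above the campaign mean inhibition of all tested compounds plus 3 SD, cut at about 20% in these data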;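 also: 0% = DMSO wells given NPY plus isoproterenol and 100% = isoproterenol alone without NPY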
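Material: Y1- and CNG-channel-expressing HEK293 cells / Probe or stimulus: NPY 25 nM then isoproterenol 1 µM plus Ro 20-1724 25 µM / Doses: 3.6 µM single dose, DMSO 0.4% / Schedule: compound incubation 1 h at room temperature, readout 45 min post-stimulation / Signal: membrane potential fluorescence / Benchmarks: isoproterenol-only wells as full block versus NPY-plus-isoproterenol wells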
* hit, by the source's call; / = no result given; & = joins results of further samples; ! = not confirmed by another sample.

item	Molecule	RBBP9 inhibitor	Runt-CBFb FRET	NPY1 pot ag	Runt-SMMHC FRET	MDM2 E3 inh
1	CC(=NCc1ccc(F)cc1)c1c(O)n(C)c(=O)n(C)c1=O	-5	-1	-1	0	-23
2	CN(C)C(=O)Oc1ccc(-c2nnco2)cc1	-9	1	5	-5	-7
3	Cc1ccc(Cn2nc(C)c(C=O)c2Cl)cc1	-4	-1	7	-3	2
4	O=C1CN=C(c2cccs2)c2c(sc3c2CCCC3)N1	-3	-1	-5	-2	-5
5	CN1CCN(c2ncnc(Cl)c2N)CC1	-6	0	12	-3	-90
6	N#CC1=C(N)Oc2c(c(=O)sc3ccccc23)C1c1ccncc1 (stereo not given)	-4	-1	9	-5	-8
7	OCC12CO[C@@H]3c4ccccc4[C@H](OC1)N32 (stereo not given in full)	-7	3	-4	-2	-14
8	O=C(C[N+]12CCC(CC1)C(CO)C2)c1ccc([N+](=O)[O-])cc1 (stereo not given)	-4	1	-6	0	-3
9	OCCNc1c2c(nc3ccccc13)CCCC2	-6	0	-16	-2	20
10	O=C1NC(=O)C(CCc2ccncc2)(CCc2ccncc2)C(=O)N1Cc1ccc(F)cc1	-6	-2	13	2	18
11	CC(C)N1C(=O)/C(=C/C=C/c2ccco2)C(=O)N(Cc2ccco2)C1=O	-4	22	-15	2	13
12	CC(C)CCOC(=O)c1c(N)n(CC2CCCO2)c2nc3ccccc3nc12 (stereo not given)	4	22	-7	65*	-7
13	COC(=O)N1CCN(C(=O)Cc2ccc(Cl)c(Cl)c2)C(CN2CCCC2)C1 (stereo not given)	-1	0	17	1	/
14	Oc1cccc2nc3ccccc3nc12	-2	20	10	4	-6
15	CN(C)c1ccc(/C=C2/C(=O)NC(=O)N(Cc3ccco3)C2=O)cc1	-6	38	12	16	-15

item	Hck-Nef inh	NPY2 pot ag	p97 inhibitor	NPY Y1 blocker
1	0	7	0	1
2	3	1	-5	-1
3	17	8	3	5
4	3	13	2	-2
5	14	6	-4	-3
6	25	11	5	3
7	24	-7	1	-1
8	24	-1	-1	4
9	4	3	3	1
10	21	-16	6	3
11	2	-8	-4	1
12	16	2	3	8
13	/	34	3	-2
14	5	-4	1	/
15	1	7	7	-1

Other structures follow.
item	Molecule	RBBP9 inhibitor	Runt-CBFb FRET	NPY1 pot ag	Runt-SMMHC FRET	MDM2 E3 inh
16	Cc1cccc(C(=O)NC(Oc2ccccc2)C(Cl)(Cl)Cl)c1 (stereo not given)	-9	/	-5	4	-14
17	Cc1ccc(C2NC(=S)NC(c3ccc(C)cc3)C23C(=O)NC(=O)NC3=O)cc1 (stereo not given)	-5	0	16	-26	-4
18	O=C(c1n[nH]c(=O)c2ccccc12)N1CCC2(CC1)OCCO2	-1	-2	17	2	-9
19	N/C(=N/[N+](=O)[O-])N1CCN(C(=O)c2ccc(Cl)cc2)CC1	-4	0	1	-1	-10
20	O=[N+]([O-])c1ccc(N2CCCC2)c2ncccc12	-10	-20	-23	-20	-33
21	CN(C)Cc1ccccc1OC(=O)N(C)C	-4	0	11	1	-9
22	CN1CCN(c2cc([N+](=O)[O-])ccc2Cl)CC1	2	-1	-5	0	-6
23	COc1ccc(OC)c(NC2=NCCCS2)c1	2	2	3	4	4
24	Cc1nc(Cl)sc1C(=O)Nc1ccc2ccccc2c1	-4	0	-26	0	-20
25	Cc1nn(Cc2ccccc2Cl)c(Cl)c1C(=O)OCC(=O)NCc1ccco1	-7	-3	-19	-4	-10
26	O=C1/C(=C/c2ccc([N+](=O)[O-])cc2)N2CCC1CC2	-5	1	-1	0	-15
27	CCOP(=O)(OCC)C(NC(=O)c1ccccc1Cl)=C(Cl)Cl	-3	2	7	-4	-14
28	CC(=O)NN1C(=O)c2ccccc2NC1c1cccnc1 (stereo not given)	4	/	-1	4	-10
29	O=C(NC(c1ccc(Cl)cc1)P(=O)(Oc1ccccc1)Oc1ccccc1)OCc1ccccc1 (stereo not given)	-10	-4	6	3	/
30	Cc1cc2c(C(C)C)c(O)c(O)c(C=O)c2c(O)c1-c1c(C)cc2c(C(C)C)c(O)c(O)c(C=O)c2c1O	9&9	3	15&32	-2	/

item	Hck-Nef inh	NPY2 pot ag	p97 inhibitor	NPY Y1 blocker
16	-1	2	0	0
17	3	15	2	1
18	4	7	0	1
19	23	3	7	1
20	-22	-8	-5	3
21	1	11	3	0
22	26	-4	2	-1
23	5	2	2	2
24	2	-13	-1	1
25	0	-13	-5	17
26	2	12	5	2
27	-13	4	2	3
28	1	1	4	-1
29	0	-9	-3	-5
30	102*	18&4	21*!	-4&5

The results go on:
item	Molecule	RBBP9 inhibitor	Runt-CBFb FRET	NPY1 pot ag	Runt-SMMHC FRET	MDM2 E3 inh
31	CN1CC(C(=O)c2ccc(F)cc2)C(c2c(F)cccc2Cl)C1 (stereo not given)	0	0	0	3	-10
32	Fc1ccccc1CCNCc1ccccc1	-8	-3	11	-2	4
33	CCN1C(=O)c2ccccc2Sc2ccc(C(=O)N3CCC4(CC3)OCCO4)cc21	5	-2	-3	-3	-2
34	Cc1ccsc1C(=O)C1CCCN(Cc2cnn(C)c2)C1 (stereo not given)	2	0	8	2	-15
35	COC(=O)C(O)(c1ccc(NC(=O)Oc2ccccc2)cc1)C(F)(F)F (stereo not given)	-6	-3	-18	3	-19
36	COCCCN1CCN(c2nnc3n2-c2sc(Br)cc2C(c2ccccc2Cl)=NC3)CC1	-13	2	-3	3	-5
37	O=C(C1CCC(=O)N1Cc1ccccc1Cl)N1CCC2(CC1)OCCO2 (stereo not given)	0	2	0	1	-6
38	CC(=O)OC1(c2ccccc2)CCN(C)C2CCCCC21 (stereo not given)	-10	1	9	-7	-13
39	O=C(CNS(=O)(=O)c1cccs1)N1CCC2(CC1)OCCO2	-4	-1	-10	0	-12
40	CCC(=NCc1ccc2c(c1)OCO2)c1c(O)n(C2CCCCC2)c(=O)[nH]c1=O	-6	-2	24	6	-7
41	CC(Cc1ccccc1)NC(=O)CN1CCCC1=O (stereo not given)	2	-4	2	1	3
42	CCCCOC(=O)C1=C(N)OC2=C(C(=O)CCC2)[C@]12C(=O)Nc1ccccc12	-5	-2	-3	1	-3
43	O=C1CCCC2=C1C(c1cccnc1)Nc1ccccc1N2 (stereo not given)	-7	-1	2	1	-3
44	Cc1nc2ncnn2c(C)c1CCC(=O)N1CCC2(CC1)OCCO2	2	0	4	-2	-6
45	CC(=O)OC[C@]12CCC(C)=C[C@H]1O[C@@H]1[C@H](O)[C@@H](OC(C)=O)[C@@]2(C)[C@]12CO2	/	-1	/	-1	-88

item	Hck-Nef inh	NPY2 pot ag	p97 inhibitor	NPY Y1 blocker
31	6	-25	3	6
32	3	4	3	-2
33	-1	-14	-5	-6
34	18	17	1	0
35	3	-3	-2	0
36	0	21	-4	0
37	-1	-12	-1	7
38	3	2	-2	3
39	0	-17	-1	2
40	-2	15	3	3
41	3	1	3	-3
42	1	4	-1	-6
43	-2	-2	-6	3
44	3	-8	4	3
45	36	/	/	/

(listing goes on)
item	Molecule	RBBP9 inhibitor	Runt-CBFb FRET	NPY1 pot ag	Runt-SMMHC FRET	MDM2 E3 inh
46	N=Cc1c(O)n(-c2ccc(C34CC5CC(CC(C5)C3)C4)cc2)c(=O)[nH]c1=O	-2	-3	3	-4	1
47	CC1=C(C(=O)O)N2C(=O)[C@@H](NC(=O)CCCC(=O)O)[C@H]2SC1	10	2	12	3	-1
48	Cc1ccc2c(c1)C1CN(C)CCC1N2C(=O)Cn1nnc(-c2ccccc2F)n1 (stereo not given)	-3	0	3	0	-16
49	C=CCn1c(O)c(/C(C)=N/N2CCCCC2)c(=O)[nH]c1=O	-2	4	9	2	/
50	CCOc1ccc(N2C(=O)NC(=O)/C(=C/c3cnc(SC)nc3)C2=O)cc1	-11	2	-17	-2	1
51	CCC(=NCCCO)c1c(O)n(-c2ccc(OC)cc2)c(=O)[nH]c1=O	-6	0	-14	1	-18
52	COc1cc2ccc(=O)oc2c2ccoc12	-3	1	-7	2	/
53	Cc1ccc(CN2CCCC(C(=O)c3ccc4c(c3)OCO4)C2)cc1C (stereo not given)	1	0	-33	-2	0
54	CCC(C)NC(=O)c1c(N)n(CCCOC)c2nc3ccccc3nc12 (stereo not given)	-11	-10	-3	20	-17
55	COC(=O)c1cc(C(O)(C(=O)OC)C(F)(F)F)c(/N=C/N(C)C)s1 (stereo not given)	-4	0	4	-2	-2
56	CC(Cc1ccccc1)[n+]1cc(/N=C(\[O-])N(C)C)on1 (stereo not given)	-2	1	-15	-1	-8
57	CCC(=NCc1cccnc1)c1c(O)n(-c2ccc(Cl)cc2)c(=O)[nH]c1=O	-5	-3	-7	-1	0

item	Hck-Nef inh	NPY2 pot ag	p97 inhibitor	NPY Y1 blocker
46	2	-1	2	-7
47	-3	3	5	-5
48	2	-1	-2	4
49	26	9	1	/
50	0	1	-2	-5
51	-1	-1	0	-5
52	3	-8	4	0
53	11	-36	0	/
54	48	17	-9	-4
55	0	-2	-4	-5
56	2	-9	0	1
57	7	5	-1	/

Entries of single compounds, quoted from the list. Order of values: RBBP9 inhibitor	Runt-CBFb FRET	NPY1 pot ag	Runt-SMMHC FRET	MDM2 E3 inh	Hck-Nef inh	NPY2 pot ag	p97 inhibitor	NPY Y1 blocker
CC1=C(C(=O)O)N2C(=O)[C@@H](NC(=O)CCCC(=O)O)[C@H]2SC1 as listed: 10	2	12	3	-1	-3	3	5	-5
CCC(=NCc1cccnc1)c1c(O)n(-c2ccc(Cl)cc2)c(=O)[nH]c1=O as listed: -5	-3	-7	-1	0	7	5	-1	/
CC(Cc1ccccc1)[n+]1cc(/N=C(\[O-])N(C)C)on1 (stereo not given) as listed: -2	1	-15	-1	-8	2	-9	0	1
CCC(=NCCCO)c1c(O)n(-c2ccc(OC)cc2)c(=O)[nH]c1=O as listed: -6	0	-14	1	-18	-1	-1	0	-5
COc1cc2ccc(=O)oc2c2ccoc12 as listed: -3	1	-7	2	/	3	-8	4	0

Only part of the results is shown; count on the stated rates, not on these rows.
